USP1-UAF1 inh = blocks the human USP1/UAF1 deubiquitinase complex. O94782. recombinant USP1/UAF1, Ub-Rhodamine cleavage fluorescence. Potency, µM (series often up to 57.1 µM), for the others: at the highest dose activity change, negative = inhibition, most hits filed as inhibitors. 0.23% of 390,000 active; further: potency means the concentration at half of the fitted maximal effect; on the % scale 0 is the no-effect control and ±100 the full control effect; nearly all actives have a fitted effect of over 60% in size; inactives centre near -12
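In this screen, compounds sit with the deubiquitinase complex (1nM) for 15 min at room temperature before Ub-Rho is added at 150nM final. Fluorescence rise is then followed for 6 reads every 60 seconds.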
D2 agonist = activates the human D2 dopamine receptor; P14416; HEK293 T-REx D2 cells, calcium flux agonist mode; activation, % at 2 µM; 0.53% of 340,000 active; AID 485358;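 active means activation over 3 SD above normal in the single-dose calcium agonist read, cut at about 30% in these data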; further: 0% is about no effect
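Tetracycline-induced HEK293 T-REx cells with force-coupled D2 receptor, plated overnight at 30 C, loaded with no-wash calcium dye. After a 10 s baseline, compound was pin-added and calcium flux read kinetically for 180 s; calcium rises flagged agonists.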
PI4K2A inh = PI4K2A (human) kinase inhibition; AID 1346378; 0.13% of 420,000 active; Q9BTU6; activity change, negative = inhibition, % at 76.9 µM; purified PI4K2A, ADP-Glo luminescence, 1 h; hits give low values; in the data active means activity change below about -50%; inconclusive means mostly about -30% to -49%;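 further: -100% = wells without enzyme as full effect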
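Compounds are screened against recombinant PI4K2A using PI as substrate and ATP, the latter dispensed at 300 microM. Reactions run one hour at ambient temperature before ADP-Glo detection; full inhibition defined by wells lacking enzyme.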
TrxR1 substrate = rat thioredoxin reductase 1 substrate activity. Potency, µM (highest dose often 114 µM), for the others: top-dose activity change, negative = substrate turnover. 0.01% of 390,000 active. purified TrxR1 substrate turnover, NADPH consumption readout. AID 588456; further: potency means the concentration at half of the fitted maximal effect; on the % scale 0 is the no-effect control and ±100 the full control effect; nearly all actives have a fitted effect of over 50% in size
Target sequence (O89049 whole entry, looked up): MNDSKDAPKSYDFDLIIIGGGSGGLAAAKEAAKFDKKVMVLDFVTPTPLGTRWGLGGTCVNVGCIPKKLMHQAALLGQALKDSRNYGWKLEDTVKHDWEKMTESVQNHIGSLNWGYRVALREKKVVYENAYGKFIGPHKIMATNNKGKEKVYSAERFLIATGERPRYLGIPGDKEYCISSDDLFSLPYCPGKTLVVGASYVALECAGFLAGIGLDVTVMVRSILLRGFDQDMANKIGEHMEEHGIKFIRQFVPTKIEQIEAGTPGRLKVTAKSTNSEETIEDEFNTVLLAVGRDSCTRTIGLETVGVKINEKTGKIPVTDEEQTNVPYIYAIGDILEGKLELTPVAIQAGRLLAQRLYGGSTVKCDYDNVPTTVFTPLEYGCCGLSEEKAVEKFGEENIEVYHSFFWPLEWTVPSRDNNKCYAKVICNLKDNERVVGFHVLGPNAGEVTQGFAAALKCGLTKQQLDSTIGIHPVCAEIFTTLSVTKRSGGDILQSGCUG
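Rat TrxR1, dispensed at 90 nM, was prereduced with 400 uM NADPH (final) for 5 min at ~22 deg C, then incubated with compound 15 min before 400 uM selenite. A first-read NADPH fluorescence drop versus no-compound background flagged substrates.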
TRHR enhancer = TRH receptor (human) allosteric enhancement; P34981; TRHR cells, fluo-8 calcium fluorescence, EC20 TRH enhancement; enhancement, % at 2 µM; 0.66% of 360,000 active; AID 493056; in the data active means enhancement above about 30%; further: 0% is about no effect
Target sequence (P34981 whole entry, looked up): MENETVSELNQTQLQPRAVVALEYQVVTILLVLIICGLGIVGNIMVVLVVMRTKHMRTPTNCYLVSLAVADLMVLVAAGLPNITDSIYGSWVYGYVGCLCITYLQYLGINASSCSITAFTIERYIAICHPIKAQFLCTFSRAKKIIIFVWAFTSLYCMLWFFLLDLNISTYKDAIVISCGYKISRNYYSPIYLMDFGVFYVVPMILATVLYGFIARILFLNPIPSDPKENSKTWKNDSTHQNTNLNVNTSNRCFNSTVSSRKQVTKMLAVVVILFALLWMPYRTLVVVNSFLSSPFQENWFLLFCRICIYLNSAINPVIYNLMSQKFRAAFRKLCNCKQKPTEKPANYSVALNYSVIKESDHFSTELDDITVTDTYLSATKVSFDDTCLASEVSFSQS
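TRHR-expressing cells loaded with fluo-8 calcium dye were read kinetically (ex 480/em 530) during compound addition, then stimulated with an EC20 of TRH (10 nM final). Enhancement of the Gq-mediated intracellular calcium response was scored.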
TRHR ag = activates the human TRH receptor. activation, % at 2 µM. TRHR cells, calcium flux fluo-8, FDSS agonist mode. 0.18% of 360,000 active; in the data active means activation above about 30%; further: 0% is about no effect
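Fluo-8-loaded TRHR cells; 10 s baseline, compound added, kinetic Ca2+ fluorescence read 1/s, agonist mode.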
D2 antag = D2 dopamine receptor (human) antagonism; P14416; HEK293 TREx D2 cells, calcium flux, dopamine EC80; inhibition, % at 10 µM; 2% of 340,000 active; AID 485344; in the data active means inhibition above about 30%; further: 0% is about no effect
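Overnight-induced (tetracycline, 30 C) HEK293 T-REx cells carrying force-coupled D2 receive a no-wash calcium dye, then compound, then EC80 dopamine at 180 s; signals are read kinetically throughout.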
rTrxR1 inhibitor = rat TrxR1 inhibition; O89049; recombinant rTrxR1, NADPH fluorescence consumption, selenite substrate; Potency, µM (doses to about 114 µM), for the others: at the top dose activity change, negative = inhibition, hits mostly inhibitors; 1% of 390,000 active; further: potency means the concentration at half of the fitted maximal effect; on the % scale 0 is the no-effect control and ±100 the full control effect; nearly all actives have a fitted effect of over 65% in size
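Rat TrxR1 (90 nM in the dispensed reagent) was pre-reduced with 400 uM NADPH for 5 min at room temperature, then incubated with compound for 15 min. After 400 uM selenite was added, NADPH fluorescence (Ex 340/Em 450 nm) was followed for 8 min.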
IDH1 R132H inh = inhibitors of human mutant IDH1 R132H; IDH1-R132H enzyme, NADPH consumption, diaphorase/resazurin fluorescence; Potency, µM (series often up to 76.6 µM), without a hit: top-dose activity change, negative = inhibition, actives largely listed as inhibitors; 0.093% of 390,000 active; AID 602179; further: potency means the concentration at half of the fitted maximal effect; on the % scale 0 is the no-effect control and ±100 the full control effect; nearly all actives have a fitted effect of over 65% in size
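IDH1-R132H (0.5 ug/mL) preincubated 30 min with compound, then NADPH (0.016 mM) and alpha-KG (2 mM) added; 80 min at RT, pH 7.5. Remaining NADPH coupled via diaphorase/resazurin to fluorescence (540/590 nm); concentration-response curves normalized to no-enzyme control.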
An asterisk follows results filed as active; ? = inconclusive; · = no result given; [ ] = remark or other dose. Unless noted, the call rests on the fitted dose curve; in most records, active means well fitted inhibition curve with a large enough effect; inconclusive means small, poorly fitted or top-dose-only effect; inactive means no such curve, though single readings can be large or run the other way.

SMILES	USP1-UAF1 inh	D2 agonist	PI4K2A inh	TrxR1 substrate	TRHR enhancer	TRHR ag	D2 antag	rTrxR1 inhibitor	IDH1 R132H inh
O=C(Nc1ccc(Cl)cc1)/C(=C/c1cccc(O)c1)c1nc2ccccc2s1	1%	0.4	-14	-4%	14	0.9	-5	0%	-6%
Cc1cn(CC(=O)NCCc2c[nH]c3ccccc23)c(=O)[nH]c1=O	-24%	·	0	-4%	·	·	·	-6%	0%
O=S(=O)(NC(=S)Nc1ccccc1)c1ccc(F)cc1	-20%	0.5	-3	0%	0	0.8	-2	23%	-13%
c1ccc(-c2nn3c(Cn4nnc5ccccc54)nnc3s2)cc1	-15%	0.1	-4	-3%	-1	-0.3	-11	-14%	-2%
O=S(=O)(Nc1ccc2c(c1)OCCO2)c1cccc(F)c1	-20%	0.3	3	-6%	6	-1.2	12	10%	3%
BrC(/C=C\c1ccccc1)=N/Nc1nc(N2CCOCC2)nc(N2CCOCC2)n1	-12%	-1.3	-2	-22%	0	-1.3	-25	?	-5%
CC(=O)c1cccc(NC(=O)CSc2nc(N3CCCCC3)nc(N3CCCCC3)n2)c1	-6%	0.3	-3	-4%	-2	-0.4	-3	12%	0%
CN(C)C(=O)CC12CC3CC(C1)CC(CC(=O)N(C)C)(C3)C2	-6%	0.9	2	3%[57.1 µM]	1	0.0	-26	4%[57.1 µM]	15%
Cc1cc(NCCO)nc(-n2nc(C)cc2C)n1	-15%	-0.2	9	10%[57.1 µM]	7	-0.4	-31	11%[57.1 µM]	0%
Cc1cc(C(=O)N2CCN(c3ccccc3O)CC2)c(C)o1	-16%	0.4	-3	5%	9	-0.3	-11	5%	-1%
Cc1csc(Sc2ccc([N+](=O)[O-])cc2C(=O)OCC(=O)NC2CCCC(C)C2C)n1 (stereo unspecified)	-11%	-0.6	4	5%	-3	-0.4	-14	18%	2%
CCC(C)NC(=O)CSc1nnc(-c2ccoc2C)n1CC1CCCO1 (stereo unspecified)	-9%	0.3	2	-3%	0	2.3	-12	-35%	5%
COc1ccc(N2CCN(c3ncnc4c3nnn4Cc3ccccc3Cl)CC2)cc1	3%	-0.5	-4	5%	5	-0.4	11	16%	-2%
CC(C)(C)n1nc2c(c1NC(=O)c1cc([N+](=O)[O-])ccc1Cl)CS(=O)(=O)C2	-16%	-0.1	3	0%	-1	0.3	4	15%	-7%
O=C(CCC(=O)N1CCc2ccccc21)Nc1ccccc1	-21%	-0.3	5	7%	-2	-1.5	36*	10%	10%
Cc1cc(C(=O)Nc2ccc(F)cc2C)cs1	-24%	1.0	-1	4%	6	1.6	24	6%	5%
COc1ccc(C2CC(=O)N(CCCN(C)CCc3ccc(OC)c(OC)c3)C2)cc1 (stereo unspecified)	-18%	-0.9	-2	-2%	19	-0.2	5	10%	-11%
CC(=O)Nc1ccc(NC(=O)c2cc3sccc3n2Cc2ccc(F)cc2)cc1	-8%	-0.6	0	23%	6	-0.1	·	-5%	0%
O=C(CCC(=O)N1CCOc2ccc(Cl)cc21)NCCCN1CCOCC1	-20%	-0.7	6	6%[57.1 µM]	3	-0.1	-12	6%[57.1 µM]	20%
Cc1ccc(C)c(C(=O)COC(=O)c2cc(Cl)nc3ccccc23)c1	-20%	1.6	-1	-3%	-2	-0.1	7	-9%	2%
CCc1c(O)nc(SCC(=O)Nc2ccccc2C)n(-c2ccc(C)cc2)c1=O	-24%	-0.7	0	7%	-3	0.3	-4	26%	-14%
Cc1cc(Br)ccc1NC(=O)CN(C)C(=O)CN1C(=O)NC(C)(C2CC2)C1=O (stereo unspecified)	-10%	0.6	2	7%	10	0.1	-19	13%	1%
O=C(c1ccc(F)cc1)N1CCCC(c2ccccc2)C1 (stereo unspecified)	1%	-0.6	-4	8%[57.1 µM]	5	-0.5	-4	10%[57.1 µM]	3%
CCOc1ccc(NC(=O)c2cc3ccccc3cc2O)cc1	-15%	1.8	-2	-4%[2.29 µM]	18	0.4	-19	-15%[2.29 µM]	5%
COc1ccc(CC(=O)N/N=C(\C)c2cccnc2)cc1OC	-10%	0.5	-3	-3%	0	0.5	1	-4%	-1%
CCOC(=O)c1c(S(=O)(=O)NCC(=O)N2CCN(c3cc(C)ccc3C)CC2)c(C)n(C)c1C	-12%	0.4	-2	-3%[57.1 µM]	-4	-0.4	·	5%[57.1 µM]	2%
COc1ccc(Cl)cc1NS(=O)(=O)c1ccc2[nH]c3c(c2c1)CCCC3	-4%	0.9	0	-2%	9	0.4	·	7%	-6%
COc1ccccc1/C=N/OCC(=O)NCc1ccc2c(c1)OCO2	-1%	-0.5	-1	5%	2	-1.6	2	14%	5%
COC(=O)c1sc2cccc(F)c2c1S(=O)(=O)Nc1cc(C)c(Cl)cc1OC	?	·	5	1%[57.1 µM]	-2	0.0	·	10%[57.1 µM]	13%
Cc1cc(Cl)cc(Br)c1OCCNCC(C)O (stereo unspecified)	-3%	0.4	2	-5%	1	0.8	0	-9%	2%
CCOc1ccc(S(=O)(=O)N(CC(=O)N2CCc3ccccc32)Cc2ccco2)cc1	-8%	0.7	0	-2%[57.1 µM]	-1	0.5	-3	2%[57.1 µM]	2%
O=C1CCC(C(=O)Nc2ccccc2N2CCOCC2)=NN1	-10%	0.8	-2	-1%	7	0.7	21	0%	-6%
Cc1c(C#N)c(N)nc(Cl)c1C#N	?	1.1	-2	12%[57.1 µM]	2	-0.3	-5	-2%[57.1 µM]	18%
COc1cc(/C(C#N)=C/c2ccccc2)c([N+](=O)[O-])cc1OC	-21%	-0.8	14	-1%	2	-1.2	-16	12%	0%
C/C(=N\S(=O)(=O)c1ccc(C)cc1)N1CCCCC1	-8%	-0.5	-5	3%	-1	0.6	-29	?	-3%
O=C(COC(=O)c1cc(-c2ccccc2)nc2ccccc12)NC1CC1	-5%	·	2	7%	·	·	·	1%	12%
COc1ccc(NC(=O)COc2ccc(/C=C/c3cccc[n+]3C)cc2OC)cc1	-11%	0.4	-7	-3%	4	0.9	-2	2%	-9%
CC1CCCC(C)N1C(=O)COC(=O)CSc1ccc(C(N)=O)cc1[N+](=O)[O-] (stereo unspecified)	-11%	1.4	4	0%	4	0.1	11	8%	-3%
Cc1ccc(C)c(OCCC(=O)OCC(=O)Nc2cc(S(=O)(=O)N3CCCCC3)ccc2C)c1	-9%	·	-2	2%[57.1 µM]	·	·	·	16%[57.1 µM]	0%
Cc1nc2ccccc2c(=O)n1NC(=O)c1ccc(Cl)cc1	-5%	-1.6	0	3%	-2	-0.3	-4	16%	1%
CCN(CC(=O)Nc1cc(S(=O)(=O)N2CCOCC2)ccc1Cl)Cc1ccccc1	-10%	0.9	-2	-1%	-11	2.1	27	8%	-12%
O=C(Nc1ccc(-c2nnc3n2CCCCC3)cc1)c1cc2ccccc2o1	-23%	-2.6	-8	1%[57.1 µM]	-1	-1.1	4	23%[57.1 µM]	-3%
COc1ccccc1CNC(=O)C1CCN(S(=O)(=O)c2cccc([N+](=O)[O-])c2)CC1	0%	4.3	0	-7%	-9	0.0	-5	12%[57.1 µM]	1%
COc1ccc2c(COC(=O)c3n[nH]c4ccccc34)cc(=O)oc2c1	-27%	-0.2	-5	37%	2	0.2	21	3%[57.1 µM]	2%
COc1ccc(-c2[nH]n(-c3ccc([N+](=O)[O-])cc3)c(=O)c2C=NCc2ccccc2)cc1	-22%	0.5	1	0%	6	0.1	-5	15%	12%
COc1ccc(N2C(=O)C3CCCN3C2c2cccc(Br)c2)cc1 (stereo unspecified)	-13%	0.6	4	6%[57.1 µM]	-4	0.0	4	11%[57.1 µM]	2%
CC(Oc1ccc(/C=N/NC(=O)Cc2cccc3ccccc23)cc1)C(=O)O (stereo unspecified)	-10%	0.9	5	-5%	6	0.9	-4	13%	-4%

Part of the list above in order of count of non-hydrogen atoms, smallest number first.
SMILES	USP1-UAF1 inh	D2 agonist	PI4K2A inh	TrxR1 substrate	TRHR enhancer	TRHR ag	D2 antag	rTrxR1 inhibitor	IDH1 R132H inh
C/C(=N\S(=O)(=O)c1ccc(C)cc1)N1CCCCC1	-8%	-0.5	-5	3%	-1	0.6	-29	?	-3%
Cc1nc2ccccc2c(=O)n1NC(=O)c1ccc(Cl)cc1	-5%	-1.6	0	3%	-2	-0.3	-4	16%	1%
COc1cc(/C(C#N)=C/c2ccccc2)c([N+](=O)[O-])cc1OC	-21%	-0.8	14	-1%	2	-1.2	-16	12%	0%
COc1ccc(N2C(=O)C3CCCN3C2c2cccc(Br)c2)cc1 (stereo unspecified)	-13%	0.6	4	6%[57.1 µM]	-4	0.0	4	11%[57.1 µM]	2%
O=C(COC(=O)c1cc(-c2ccccc2)nc2ccccc12)NC1CC1	-5%	·	2	7%	·	·	·	1%	12%
O=C(Nc1ccc(-c2nnc3n2CCCCC3)cc1)c1cc2ccccc2o1	-23%	-2.6	-8	1%[57.1 µM]	-1	-1.1	4	23%[57.1 µM]	-3%
COc1ccc(NC(=O)COc2ccc(/C=C/c3cccc[n+]3C)cc2OC)cc1	-11%	0.4	-7	-3%	4	0.9	-2	2%	-9%
COc1ccc(-c2[nH]n(-c3ccc([N+](=O)[O-])cc3)c(=O)c2C=NCc2ccccc2)cc1	-22%	0.5	1	0%	6	0.1	-5	15%	12%
Cc1ccc(C)c(OCCC(=O)OCC(=O)Nc2cc(S(=O)(=O)N3CCCCC3)ccc2C)c1	-9%	·	-2	2%[57.1 µM]	·	·	·	16%[57.1 µM]	0%

Random excerpt: two records from the list, in no set order.
SMILES	USP1-UAF1 inh	D2 agonist	PI4K2A inh	TrxR1 substrate	TRHR enhancer	TRHR ag	D2 antag	rTrxR1 inhibitor	IDH1 R132H inh
COc1ccc2c(COC(=O)c3n[nH]c4ccccc34)cc(=O)oc2c1	-27%	-0.2	-5	37%	2	0.2	21	3%[57.1 µM]	2%
COc1ccc(N2C(=O)C3CCCN3C2c2cccc(Br)c2)cc1 (stereo unspecified)	-13%	0.6	4	6%[57.1 µM]	-4	0.0	4	11%[57.1 µM]	2%

Screening data from PubChem BioAssay.
